B2AR arrestin: agonists driving beta-arrestin recruitment to human beta2-adrenergic receptor. Potency, µM (top dose mostly 46.1 µM), for inactives: top-dose activation, actives largely listed as activators. actives 0.02% (n = 330,000). P07550. beta-arrestin recruitment to beta2AR, cell-based reporter. AID 492947;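 further: potency means the concentration at half of the fitted maximal effect; 0% = DMSO controls and full agonism = EC100 isoproterenol or metaproterenol; nearly all actives have a fitted effect of over 65% in size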
Tb PFK block: blocks T. brucei phosphofructokinase. T. brucei PFK, ADP-Glo luminescence. Potency, µM (titrated, usually from 57.5 µM), inactives show at the highest dose activity, negative = inhibition, usual class: inhibitors. O15648. actives 0.17% (n = 330,000);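 further: potency means the concentration at half of the fitted maximal effect; 0% = uninhibited 1x PFK enzyme wells and -100% = no-enzyme wells; nearly all actives have a fitted effect of over 60% in size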
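Compounds were pin-transferred as a titration series up to 57 uM into substrate buffer (0.5 mM F6P, 0.1 mM ATP, pH 8.0), then 1.25 nM PFK was added and reactions ran 45 min before ADP-Glo detection.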
TCR act: activators of T cell receptors; 330,000 tested, under 10 active; Potency, µM (titrated, usually from 9.22 µM), inactives show at the highest dose activation of IL-2 secretion, usual class: activators; primary human leukocytes, anti-CD3, IL-2 HTRF, 48 h; further: % of control where 0% means no effect
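Activity was scored as IL-2 release from primary human leukocytes given only a TCR signal (a-CD3 beads) plus compound for 48 hr. Detection used a two-antibody HTRF format read at 665nm.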
Chronic BCR inh: chronic active BCR signaling inhibition | ABC-DLBCL IkBa-CBG/CBR reporter, luminescence ratio, 4 h | Potency, µM (doses to about 46.1 µM), for the others: at the top dose ratio change, negative = lower green/red ratio, usual class: inhibitors | AID 493014 | actives 0.05% (n = 340,000); active means well fitted inhibition curve with a large enough effect in the signal ratio, with a control signal flat, not every such curve was filed as active; inconclusive means small, poorly fitted or top-dose-only effect, or effect the other way, or a change in a side signal; the % refers to the signal ratio;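 further: potency means the concentration at half of the fitted maximal effect; plate controls were basal doxycycline-induced cells for no effect and cells given 10 µM MG132 for full effect; MG132 reads +100%, hits lower the ratio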
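Doxycycline induced both beetle luciferases in TMD8 lymphoma cells; IKK-driven degradation limits the IkappaBalpha-fused green signal, while red luminescence normalises for cell number and nonspecific effects. Compounds tested up to 46 uM, 4 hrs.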
TSHR antagonist: blocks TSH signaling through the human TSH receptor. P16473. TSHR-expressing cells, TSH-stimulated cAMP HTRF, 2 h; stronger effect = lower value. activity change, negative = inhibition, % at 11.5 µM. actives 0.2% (n = 330,000). AID 504810;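 active means activity change below a set negative limit, meaning inhibition stronger than a set level, cut at about -70% in these data; inconclusive means activity change between two set negative limits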; further: on the % scale 0 is the no-effect control and ±100 the full control effect
Target sequence (P16473 whole entry, looked up): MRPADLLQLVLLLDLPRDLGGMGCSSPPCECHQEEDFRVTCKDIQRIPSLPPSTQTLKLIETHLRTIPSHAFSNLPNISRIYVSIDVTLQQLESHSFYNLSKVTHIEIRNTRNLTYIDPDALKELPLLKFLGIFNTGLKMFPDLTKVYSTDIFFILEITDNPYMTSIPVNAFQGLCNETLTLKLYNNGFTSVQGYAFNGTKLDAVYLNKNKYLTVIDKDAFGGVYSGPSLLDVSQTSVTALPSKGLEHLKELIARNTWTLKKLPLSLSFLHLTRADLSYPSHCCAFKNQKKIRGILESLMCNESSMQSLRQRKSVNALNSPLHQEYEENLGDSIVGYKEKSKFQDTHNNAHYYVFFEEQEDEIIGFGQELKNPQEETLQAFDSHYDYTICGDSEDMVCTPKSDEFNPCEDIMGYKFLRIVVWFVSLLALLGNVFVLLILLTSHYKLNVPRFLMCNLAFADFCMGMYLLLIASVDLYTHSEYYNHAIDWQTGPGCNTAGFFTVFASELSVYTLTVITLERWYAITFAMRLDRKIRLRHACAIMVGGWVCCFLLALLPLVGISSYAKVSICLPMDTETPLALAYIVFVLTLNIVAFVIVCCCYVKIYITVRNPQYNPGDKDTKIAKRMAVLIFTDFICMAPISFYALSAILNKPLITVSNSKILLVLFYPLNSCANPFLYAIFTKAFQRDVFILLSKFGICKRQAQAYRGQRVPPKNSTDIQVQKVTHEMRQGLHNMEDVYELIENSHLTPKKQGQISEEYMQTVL
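Freshly harvested TSHR cells receive pin-tooled compound, then EC80 TSH at 4nM final. After 2 hours at 37 deg C, antibody in lysis buffer and cAMP-d2 are added; 30 minutes at ambient temperature precede the HTRF read.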
Mito fusion act: blocks mitochondrial division or promotes mitochondrial fusion | S. cerevisiae fusion-defective mutant growth rescue, CellTiterGlo 48 h | Potency, µM (titrated, usually from 46.1 µM), inactives show top-dose growth rescue (activation), actives largely listed as activators | actives 0.23% (n = 320,000);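 further: potency means the concentration at half of the fitted maximal effect; % of control where 0% means no effect; nearly all actives have a fitted effect of over 45% in size; temperature-sensitive fusion mutants such as fzo1-1 at 37 °C on non-fermentable ethanol glycerol medium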
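Luminescent cell viability in 1536-well qHTS format served as the measure of rescued growth in ts fusion-mutant S. cerevisiae cultured on non-fermentable YPEG for 48 hours at 37C.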
uPA generation: cell surface uPA generation inhibition; cell surface uPA generation assay, qHTS; Potency, µM (series often up to 38.3 µM), for inactives: at the top dose activity change, negative = inhibition, most hits filed as inhibitors; actives 0.31% (n = 330,000); active means well fitted inhibition curve with a large enough effect; inconclusive means small, poorly fitted or top-dose-only effect; inactive means no such curve, though single readings can be large or run the other way; tested in mouse RAW 264.7 cells; further: potency means the concentration at half of the fitted maximal effect; on the % scale 0 is the no-effect control and ±100 the full control effect; nearly all actives have a fitted effect of over 55% in size
Eya2 inh: Eya2 (human) phosphatase inhibition; recombinant Eya2, OMFP fluorescence dephosphorylation (OMFP is methylfluorescein phosphate); actives 0.006% (n = 330,000); Potency, µM (top dose mostly 76.9 µM), inactives show at the highest dose activity, negative = inhibition, hits mostly inhibitors; further: potency means the concentration at half of the fitted maximal effect; on the % scale 0 is the no-effect control and ±100 the full control effect
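Eya2 (0.2 uM) preincubated 10 min at ambient with compound, then OMFP substrate added at 50 uM; 10 min reaction in 50 mM HEPES pH 7.5, 50 mM NaCl, 5 uM MgCl2, 0.05% BSA, 1 mM DTT. Fluorescence read at Ex 485/Em 525 nm.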
PTAP TSG101 blk: blocks PTAP/TSG101 interaction to inhibit HIV-1 budding; Q99816; Fluorescence polarization, FITC-PTAP peptide / Tsg101 binding; Potency, µM (series often up to 115 µM), for inactives: at the highest dose activity change, negative = inhibition, most hits filed as inhibitors; 340,000 tested, under 10 active; active means well fitted inhibition curve with a large enough effect in the main read-out, with a control signal flat, not every such curve was filed as active; inconclusive means small, poorly fitted or top-dose-only effect, or effect the other way, or a change in a side signal; inactive means no such curve, though single readings can be large or run the other way; further: potency means the concentration at half of the fitted maximal effect; % of control where 0% means no effect
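Steps: Tsg101 binding domain dispensed (10 uM final), compounds pinned in DMSO, FITC-labeled PTAP-motif peptide added (50 nM final); after 20 min binding at room temperature, polarization measured.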
ELG1 DNA repair: blocks ELG1-dependent DNA repair in HEK293T cells; HEK293T ELG1-luciferase reporter, luminescence, 16 h; DNA damage induced by 5-fluorouridine; Potency, µM (doses to about 46.1 µM), for inactives: at the top dose activity change, negative = inhibition, most hits filed as inhibitors; actives 2.3% (n = 330,000); AID 504467; further: potency means the concentration at half of the fitted maximal effect; on the % scale 0 is the no-effect control and ±100 the full control effect; nearly all actives have a fitted effect of over 55% in size
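In this reporter screen, reduction of luminescence relative to DMSO vehicle indicated activity. Compounds and 5-fluorouridine were added together to 2,000 cells per well, incubated for 16 hr at 37 °C, then developed with ONE-Glo.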
USP2a block: inhibitors of human ubiquitin-specific protease USP2a; O75604; USP2 core, Ub-CHOP2 coupled fluorogenic reporter, 485/531; Potency, µM (highest dose often 38.3 µM), for the others: at the highest dose activity change, negative = inhibition, actives largely listed as inhibitors; actives 0.01% (n = 330,000);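 further: potency means the concentration at half of the fitted maximal effect; plate controls were DMSO wells for no effect and full inhibition by NEM control for full effect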
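Deubiquitinase activity read as fluorescence (485/531 nm) after Ub-CHOP2 cleavage activates the enterokinase reporter on its substrate; USP2 core 10nM, Ub-CHOP2 and substrate 25nM each, 30min compound preincubation then 60min RT; data normalized to NEM, curves fitted.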
An asterisk follows results filed as active; ? = inconclusive; . = no result given; [ ] = dose if it differs, or a comment. Unless noted, the call rests on the fitted dose curve; in most records, active means well fitted curve in the direction sought with a large enough effect; inconclusive means small, poorly fitted or top-dose-only effect, or another doubt; inactive means no such curve, though single readings can be large; an effect the other way counts as inactive or inconclusive. This is a random part of the collection. Share with any hit: about 3%.

structure	B2AR arrestin	Tb PFK block	TCR act	Chronic BCR inh	TSHR antagonist	Mito fusion act	uPA generation	Eya2 inh	PTAP TSG101 blk	ELG1 DNA repair	USP2a block
O=[N+]([O-])c1ccccc1S(=O)(=O)N1CCN(C2CCN(Cc3ccccc3)CC2)CC1	0.1%	-1.0%	0.3%	-9.3%	-1.4	0.9%	?	-8.5%	-3.0%	1.7%	0.2%
CCOC(=O)C1CCN(C2CCN(C(=O)c3oc4c(C)c(C)ccc4c3C)CC2)CC1	-0.5%	3.1%	-3.2%	-14.8%	-3.3	-1.5%	8.3%	-8.8%	-2.5%	?	1.8%
NNC(=O)CNC(c1ccccc1)c1cc(Br)ccc1N (configuration not stated)	0.0%	2.1%	1.1%	-11.1%	-1.1	-0.9%	2.8%	-12.7%	-2.4%	9.9%	-1.9%
CCOc1ccc(S(=O)(=O)NC(=O)c2ccccc2)cc1	-0.5%	0.2%	3.2%	-0.3%	-8.3	0.8%	-0.1%	0.1%	4.7%	-4.2%	-0.3%
CCCCC(=O)NNC(=S)NC(=O)C(c1ccccc1)c1ccccc1	0.2%	-11.8%	4.8%	3.5%	5.7	-11.0%	-1.8%	8.7%	-1.1%	-4.9%	3.0%
CCN(CC)S(=O)(=O)c1cccc(-c2nnc(SCCCC(=O)c3ccccc3)o2)c1	0.3%	3.3%	1.1%	3.7%	-22.2	2.2%	-3.6%	-6.8%	2.1%	?	3.7%
COc1ccc(C)cc1NC(=O)c1ccc2c(c1)OCO2	-0.1%	2.9%	6.6%	?	-0.9	4.4%	-4.1%	5.0%	-8.6%	?	3.7%
CC(C)(Cc1ccccc1)/[N+]([O-])=C\c1ccc(C(F)(F)F)cc1	0.3%	0.0%	-0.2%	6.8%	-18.8	7.3%	-10.8%	-23.2%	-5.5%	0.7%	1.5%
Nc1ccc(S(=O)(=O)NCC(=O)OCCOc2ccccc2)cc1[N+](=O)[O-]	-0.1%	-2.5%	-3.9%	6.2%	-16.8	7.1%	-5.8%	-4.2%	-2.1%	15.0%	0.4%
COc1ccc(NC(=O)CCSCCC(=O)Nc2ccc(OC)cc2OC)c(OC)c1	0.3%	2.4%	0.8%[46.1 µM]	-1.7%	-7.1	-4.1%	-2.1%	-9.9%	-0.7%	-1.4%	-1.3%
Cn1nc(C(F)(F)F)c2cc(C(=O)Nc3ccc(Cl)cc3)sc21	0.0%	2.3%	2.2%	-2.0%	1.8	-7.6%	4.0%	15.9%	0.3%	?	-0.8%
CC(NC(=O)CC12CC3CC(CC(C3)C1)C2)C(=O)O (configuration not stated)	-0.1%	5.3%	.	-0.6%	5.6	-0.1%	9.0%	-2.9%	-4.6%	3.1%	2.8%
CC(CNC(=O)c1ccc(-c2ccccc2)cc1)CN(C)C (configuration not stated)	-0.9%	1.2%	7.6%	-3.7%	-4.8	-1.0%	0.7%	1.1%	-6.8%	-6.5%	0.2%
COc1ccc(CN(C(=O)c2ccccc2OC)C2CCS(=O)(=O)C2)cc1 (configuration not stated)	0.0%	2.8%	3.1%	1.0%	14.7	5.1%	3.3%	-0.6%	-4.7%	-30.0%	4.8%
O=C(Cn1nnc(-c2ccccc2NC(=O)C2CC2)n1)NC1CCCCC1	-0.2%	0.6%	-0.4%	-1.9%	0.2	-3.8%	-3.1%	-10.5%	-6.1%	-14.6%	-2.7%
Cc1c(Cl)cnc(NC(=O)COC(=O)[C@@H](NC(=O)c2ccco2)C(C)C)c1Cl	-0.2%	4.8%	-3.5%	?	-12.6	.	-12.5%	-32.7%	-10.2%	-21.3%	7.3%
Cc1ccc2cc(CN(C(=O)c3ccco3)c3cccc(C)c3C)c(=O)[nH]c2c1	0.2%	1.8%	-9.6%	-19.6%	-6.3	3.8%	-2.1%	-11.3%	-3.1%	-3.0%	2.0%
S=c1[nH]nc(CN2CCCCC2)n1-c1ccc(Cl)cc1	-0.2%	-4.7%	-3.8%	18.7%	0.6	6.5%	-2.4%	16.3%	-3.6%	3.2%	1.8%
COC(=O)C1=CN(c2cc(C)cc(C)c2)C=C(C(=O)OC)C1c1cccc(F)c1	7.9%	-0.1%	-9.6%	-1.6%	7.8	1.9%	1.9%	15.4%	-4.4%	11.2%	2.9%
Cc1ncc(CO)c2c1Oc1nc(-c3ccccc3)nc(SCC(=O)N3CCCCC3)c1C2	0.3%	0.4%	2.2%	?	-10.9	2.5%	-8.5%	-5.6%	3.7%	?	-1.5%
COc1cc(OC)c2ccc(=O)oc2c1C(CCN1CCCC(C)C1)c1ccc2c(c1)OCO2 (configuration not stated)	0.1%	-10.7%	-2.5%	-15.0%	0.0	1.4%	-9.7%	-2.5%	.	9.5%	-1.4%
Cc1nn(-c2ccccc2)c2nc(-c3ccncc3)cc(C(=O)NCc3ccco3)c12	-0.4%	7.4%	.	?	27.5	4.5%	0.2%	-1.9%	-1.4%	?	-1.8%
COc1ccc(-n2nc(C(=O)NCC(=O)N3CCN(c4ccccc4OC)CC3)c3ccccc3c2=O)cc1OC	-0.2%	-4.8%	0.1%	?	-1.2	1.1%	-10.1%	21.3%	-1.2%	16.4µM*	2.2%
O=C(NCc1ccc(F)cc1)C1CCC(CNc2c(N3CCCCC3)c(=O)c2=O)CC1 (configuration not stated)	0.3%	-9.2%	-7.7%	?	-0.8	0.9%	7.3%	5.9%	-2.7%	?	0.6%
C=CCNc1nc(-c2ccc([N+](=O)[O-])cc2)cs1	-2.4%	-2.8%	2.6%[46.1 µM]	?	-12.5	15.0%	-4.1%	-0.7%	-2.6%	?	4.4%
S=c1[nH]nc(COc2ccccc2)n1/N=C/c1cccc(Br)c1	0.4%	-28.7%	1.4%	5.6%	4.8	-21.6%	0.4%	-2.2%	-2.9%	6.3%	-8.6%
Cc1cccn2c(=O)c3cc(C#N)c(=O)n(-c4c(C)n(C)n(-c5ccccc5)c4=O)c3nc12	-1.1%	1.3%	-7.1%	-0.2%	13.1	-0.8%	-6.7%	-8.7%	-4.8%	?	-6.2%
N#CC1=C(c2ccccc2)/C(=C/c2ccccc2)OC1=O	-0.4%	0.9%	2.2%	-11.9%	-2.0	-6.4%	-7.2%	-4.6%	-1.2%	?	3.8%
CC(Sc1nnc(-c2cccnc2)n1N)C(=O)Nc1ccc2c(c1)OCCO2 (configuration not stated)	0.0%	-2.7%	11.1%	8.4%	21.5	-0.2%	6.9%	-23.1%	1.0%	3.3%	3.0%
CC(CNC(=O)CCS(=O)(=O)c1ccc2c(c1)oc(=O)n2C)c1ccccc1 (configuration not stated)	0.2%	3.8%	-6.4%	0.4%	3.4	0.3%	1.3%	2.1%	1.5%	4.7%	0.0%
Cc1c(Cl)cccc1NC(=O)CCN1CCN(CCO)CC1	-0.8%	-1.1%	2.2%	4.0%	1.3	1.8%	-4.8%	14.4%	-5.7%	0.2%	0.0%
CCc1ccccc1N1CC(C(=O)O)CC1=O (configuration not stated)	-0.9%	-6.7%	1.4%	2.0%	11.3	-0.3%	0.6%	2.2%	-0.9%	0.6%	1.6%
CCc1nn(CCCC(=O)N2CCC(C)CC2)c(=O)c2cc3occc3n12	-0.7%	-3.5%	1.8%	?	2.9	-0.9%	-13.9%	-11.8%	-7.2%	4.7%	4.5%
CCOC(=O)C1CCN(C(=O)c2ccc3c(c2)C(=O)N(c2ccccc2C)C3=O)CC1	0.7%	6.2%	-2.0%	5.4%	-5.9	1.9%	1.6%	-2.8%	-4.4%	20.1%	1.5%
COc1ccc(C(=O)CC(=O)C(=O)Nc2cc(C)ccc2C)cc1	-0.2%	2.7%	-6.6%	-2.0%	-1.3	-0.7%	-0.7%	1.6%	-5.3%	-20.3%	3.5%
Cn1c(SCC(=O)c2ccc(F)cc2)nc2cccnc21	-0.9%	0.1%	3.7%	-5.4%	-4.9	5.6%	5.2%	17.3%	0.4%	-22.5%	-1.2%

Screening data: PubChem, National Center for Advancing Translational Sciences (NCATS)
